High-throughput results (PubChem)
p53ts 39C kill: p53ts cell cytotoxicity, nonpermissive temperature | H1299-p53A138V viability at 39C, ATP luminescence, 24 h | Potency, µM (doses to about 46.1 µM), for inactives: at the highest dose activity change, negative = cell killing, usual class: cytotoxic | 130,000 compounds, 1.5% hits | AID 902; note: nearly all actives have a fitted effect of over 55% in size
Peg3 imprint: induces erasure of genomic imprints in mouse ES cells. 110,000 compounds, 0.02% hits. Potency, µM (series often up to 60.7 µM), for the others: top-dose activity change, positive = activation, hits mostly activators. mouse ES Peg3-LacZ reporter, beta-gal luminescence, 40 h;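 note: 0% = negative control wells on the plate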
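Gelatin-coated wells received 300 freshly trypsinized female ES cells with a Peg3LacZ-Neo reporter on the maternal allele, then incubated 40 hours at 37C. BetaGlo was added for 5 minutes at room temperature before a single luminescence read.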
IkB sig inh: suppresses IkB signaling in ABC-DLBCL reporter cells | ABC-DLBCL IkBa-CBG/CBR dual luciferase ratio, 4 h; response scale: scaled: untreated 0%, proteasome inhibitor 100% | Potency, µM (doses to about 57.1 µM), without a hit: top-dose IkBa stabilization activation | AID 445 | 110,000 compounds, 0.04% hits; active = well fitted curve in the direction sought with a large enough effect in the signal ratio, not every such curve was filed as active; inconclusive = small, poorly fitted or top-dose-only effect, or a change in a side signal; the % refers to the signal ratio;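 note: the direction sought is a rising ratio; 0% = basal untreated cells and 100% = reference inhibitor full response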
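Curves were fitted separately to fusion (green), unfused (red) and ratio luminescence, then classed by r2, magnitude and activity. Cells: OCI-Ly3, 4 h compound plus doxycycline at 37C; 10 uM MG-132 defined full response.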
p53ts 32C kill: kills p53ts cells at the permissive temperature; H1299-p53A138V at 32C, ATP luminescence viability, 24 h; Potency, µM (series often up to 46.1 µM), for the others: top-dose activity change, negative = cytotoxicity, actives largely listed as cytotoxic; 130,000 compounds, 0.93% hits; AID 924;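 note: 0% = DMSO and -100% = full killing by reference compound; nearly all actives have a fitted effect of over 55% in size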
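Viability by ATPlite luminescence after 24 h compound treatment (up to 46 uM) at the permissive 32C. Cells are H1299 carrying p53 A138V. Scale runs from DMSO basal to 100 uM tamoxifen as full kill; AC50 from Hill fits.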
The depositor's hits bear a star; ? = inconclusive; / = not tested or not shown; & = joins results of further samples; [ ] = another dose, or the depositor's remark. Unless noted, calls come from the whole dose curve; as a rule, active = well fitted curve in the direction sought with a large enough effect; inconclusive = small, poorly fitted or top-dose-only effect, or another doubt; inactive = no such curve, though single readings can be large; an effect the other way counts as inactive or inconclusive. Unless noted, % is set by controls: 0 for no effect and ±100 for the full control effect; potency is the fitted concentration of half-maximal effect.

canonical_smiles	p53ts 39C kill	Peg3 imprint	IkB sig inh	p53ts 32C kill
Cc1cccc(NC(=O)Cn2cnc3ccc(S(=O)(=O)N4CCC(C)CC4)cc3c2=O)n1	-14%	-13%	2.4%	3%
CCOC(=O)CNC(=O)c1sc(NC(=O)c2ccccc2)nc1C	-7%	/	/	-8%
Cc1cc2c(cc1S(=O)(=O)Nc1ccc(C(C)C)cc1)OCCN2C	2%	?	3.0%	11%
CCc1ccc(NC(=O)C2CCN(c3nc(-c4ccc(OC)cc4)no3)CC2)cc1	-6%	-7%[10.9 µM]	-0.5%	1%
CC(C)CCOCC1CC2(CC(C)(c3csc(N)n3)OC2=O)C(=O)O1 (configuration not stated)	-3%	/	/	-6%
COC(=O)CCS(=O)(=O)c1ccc(Cl)c(Cl)c1	-3%	-10%	0.5%	-6%
COc1ccc(-c2nc3sc(CCNC(=O)c4cccc(C(F)(F)F)c4)c(C)n3n2)cc1	-13%	-19%[10.9 µM]	-1.2%	-2%
O=C(N1CCOCC1)N(Cc1ccco1)CC1CCCO1 (configuration not stated)	-2%	-25%	4.3%	-13%
Cc1c(NC(=O)C(C)N2C(=O)c3ccccc3C2=O)c(=O)n(-c2ccccc2)n1C (configuration not stated)	-5%	/	/	-4%
COc1ccc(CNC(=O)c2ccc3c(c2)CCN3S(=O)(=O)c2ccc(C)cc2)cc1	-23%	-10%[10.9 µM]	1.1%	7%
COC(=O)C(Cc1ccc(O)cc1)NC(=O)CCC(=O)Nc1ccc(S(N)(=O)=O)cc1 (configuration not stated)	6%	1%	1.7%	3%
Cc1ccc(C(=O)c2cn(CC(=O)NC3CCCCC3)c3nc(C)ccc3c2=O)cc1	5%	4%[10.9 µM]	?	-5%
O=C(O)c1cc(=O)c2c(Cl)cc(Cl)cc2[nH]1	16%	-8%&-8%&0%	1.8%&3.5%	7%
COc1ccc(Cl)cc1NC(=O)CSC1=Nc2ccccc2C2=NC(CC(=O)NC3CCCCC3)C(=O)N12 (configuration not stated)	-1%	12%[10.9 µM]	?	13%
O=C(NC1CCCCC1)C1CCN(S(=O)(=O)N2CCOCC2)CC1	1%	-15%	0.6%	4%
Cn1c(/C=N/c2nc3ccccc3[nH]2)nc2ccccc21	?	-21%	?	2%
CCOc1ccccc1OCCOCCN1CC(C)OC(C)C1 (configuration not stated)	-2%	-23%	0.8%	6%
CCc1nnc(NC(=O)C2CCCN2C(=O)NC2CCCCC2)s1 (configuration not stated)	0%	-4%	-1.2%	-2%
COc1ccc(-c2noc(CSc3nnc(Cc4ccccc4)n3-c3ccc(F)cc3)n2)cc1	-22%	-9%[10.9 µM]	?	20%
COc1ccc(OC)c(CCNC(=O)c2ccc3c(c2)c(C)c(C)n3Cc2ccccc2)c1	-15%	-13%[10.9 µM]	0.5%	12%

canonical_smiles	p53ts 39C kill	Peg3 imprint	IkB sig inh	p53ts 32C kill
O=S(=O)(Nc1nc2ccccc2nc1NCCN1CCOCC1)c1cccc(Cl)c1	-1%	8%	1.6%	7%
CCOC(=O)c1ccc(NC(=O)Cn2cc(C(=O)c3cccs3)c3ccccc32)cc1	2%	-3%[10.9 µM]	?	18%
Cc1onc(-c2ccccc2Cl)c1C(=O)OCn1nnc2ccccc2c1=O	-7%	-13%	?	3%
CCn1c(=O)n(-c2ccc3c(c2)OCO3)c2nc(-c3ccc(C(C)C)cc3)nc(C(N)=O)c21	-2%	17%[10.9 µM]	-0.6%	7%
COc1ccc(C2NC(=O)N(C)C3=C2C(=O)N(c2ccc(C)cc2)C3)cc1 (configuration not stated)	12%	-5%[10.9 µM]	0.3%	-1%
COC(=O)c1c(C)oc2ccc(OC(=O)N3CCOCC3)cc12	-1%	-16%	-0.4%	9%
O=C(CN1CCC(n2nnc3cc(F)ccc32)CC1)Nc1ccccc1N1CCOCC1	-10%	-19%	-0.5%	-1%
CCC(CC)C(=O)Nc1cc(NC(=O)C(CC)CC)cc(C(=O)O)c1	2%	11%	0.2%	7%
COc1ccc(OC)c2sc(N(Cc3cccnc3)C(=O)c3ccc(C(C)=O)cc3)nc12	-7%	18%[10.9 µM]	1.9%	-1%
S=C(c1ccc(-c2cc(Cl)ccc2Cl)o1)N1CCOCC1	-3%	/	/	-10%
CCC(=O)N1CCc2cc(S(=O)(=O)NCCC(=O)Nc3ccc(C)cc3)ccc21	23%	4%[10.9 µM]	-0.3%	7%
CCCn1nnc(NC(=O)c2ccc(OCC)c(Cl)c2)n1	-9%	-3%	-0.3%	5%
CCC(CC)C(=O)Nc1c(C(=O)N2CCN(c3ccccc3)CC2)oc2ccccc12	-5%	9%[10.9 µM]	?	12%
CN(C)c1nc(N)nc(-c2ccco2)n1	5%	-5%	-3.4%	-5%
C=C(C)CSc1nnc([C@@H](NC(=O)OC(C)(C)C)C(C)CC)o1 (some centres not stated)	9%	-14%	3.9%	0%
CCC(Oc1ccccc1)C(=O)Nc1nnc(C(F)(F)F)s1 (configuration not stated)	10%	6%	-0.6%	-11%
CCC(OC(=O)c1ccco1)C(=O)NCc1ccc(C)cc1 (configuration not stated)	14%	-6%	-0.2%	11%
CCOC(=O)c1c(NC(=O)CSc2nnc(C)c(=O)[nH]2)sc2c1CCC2	-4%	0%	-1.8%	-3%
CCCNC(=O)N1CCN(c2ncccn2)CC1	8%	-2%	0.2%	5%
O=C(CN1CCC(O)(c2ccc3c(c2)OCO3)CC1)OC1CCCCC1	-3%	-9%	-0.4%	-4%

canonical_smiles	p53ts 39C kill	Peg3 imprint	IkB sig inh	p53ts 32C kill
O=S(=O)(O)CCS	-7%	4%	/	5%
CC1(C)C2(Cl)C(Cl)C(Cl)C(Cl)(C(Cl)Cl)C1(Cl)C2Cl (configuration not stated)	-4%	3%	/	11%
Cc1cc(-n2nc(C)cc2C)nc(N)n1	9%	-17%	0.6%	-1%
O=C(O)[C@@H]1CCCNC1	11%[20.6 µM]	-7%[16.8 µM]	0.1%[25.6 µM]	-2%[20.6 µM]
CCOCCCNC(=O)CN1C(=O)COc2ccc(S(=O)(=O)N3CCCC3)cc21	-14%	-6%[10.9 µM]	-0.9%	1%
O=C(CN1CCN(c2ccc(F)cc2)CC1)Nc1nnc(-c2ccccc2)s1	9%	-9%	?	-3%
COc1ccccc1Cc1nc2ccccc2nc1SCC(=O)Nc1ccc2c(c1)OCO2	6%	-1%[10.9 µM]	-0.4%	8%
CC(=O)N1CCCc2cc(S(=O)(=O)N(C)CC(=O)Nc3ccc(Cl)cc3C)ccc21	?	14%[10.9 µM]	-0.7%	5%
COc1ccc(CC(=O)Nc2ccc(-c3nc4ccccc4s3)cc2Cl)cc1	-8%	-15%[10.9 µM]	-1.3%	-10%
CCOC(=O)c1cccc(NC(=O)CN(C)S(=O)(=O)c2cnc[nH]2)c1	-9%	-8%	-2.5%	-8%
CCN1C(=O)C(Cc2nc3ccccc3c(=O)n2-c2ccccc2)c2cc(Br)ccc21 (configuration not stated)	-19%	-10%[10.9 µM]	?	22%
CCN(CC)S(=O)(=O)c1cccc(C(=O)Nc2ccccc2)c1	-12%	/	5.5%	-20%
CCCCN(C)C(=O)c1ccc2c(c1)N(Cc1cccc(Cl)c1)C(=O)c1ccccc1S2=O (configuration not stated)	-3%	-10%[10.9 µM]	?	44%[activator]
COc1ccc(CCN2C(=O)N(c3ccc(F)cc3)C(=O)C2CC(=O)Nc2ccc(OC)cc2)cc1 (configuration not stated)	-14%	16%[10.9 µM]	?	4%
NC(=O)/N=C(\N)NC(=O)c1ccccc1	0%[9.22 µM]	?	1.5%[11.4 µM]	1%[9.22 µM]
CCN1CCN(Cc2c(O)ccc3oc(C)c(C(=O)Nc4cccc(C(F)(F)F)c4)c23)CC1	-14%	-9%[10.9 µM]	?	8%
Cc1ccc(-c2ccc(=O)n(CC(=O)NCCN3CCCCC3C)n2)cc1 (configuration not stated)	-4%	-14%	-1.3%	-10%
COc1ccc(N(C(=O)c2cccc(OC)c2OC)C2C=CS(=O)(=O)C2)cc1 (configuration not stated)	7%	-3%	1.0%	-7%
COc1cc(OC)cc(C(=O)Nc2cc3nn(-c4ccccc4)nc3cc2Cl)c1	-12%	-21%[10.9 µM]	1.0%	-19%
Cc1cc(C)cc(NC(=O)C2CCCN(C(=O)c3cnn(-c4ccccc4)c3-n3cccc3)C2)c1 (configuration not stated)	?	-7%[10.9 µM]	?	-9%

canonical_smiles	p53ts 39C kill	Peg3 imprint	IkB sig inh	p53ts 32C kill
CN1CCN(c2ncnc3ccc(-c4ccccc4C(F)(F)F)cc23)CC1	-18%	-19%	0.2%[11.4 µM]	-4%
C=Cc1ccc(Cn2c(C(=O)O)c(CNCCc3ccccc3)c3ccc(C)cc32)cc1	?	5%[10.9 µM]	?	38%[activator]
Cc1cc(NC(=O)CSc2nc3c([nH]c4ccccc43)c(=O)n2-c2ccccc2)no1	-16%	12%[10.9 µM]	-2.0%	-6%
CCCS(=O)(=O)NCc1cn2cccc(C)c2n1	-12%	9%	-2.6%	4%
Cc1ccc(-c2cc(C(F)F)nc(N3CCC(C)CC3)n2)cc1	2%	2%	-1.1%	10%
CCC(C)(C)C	6%	-3%	3.9%	5%[1.84 µM]
O=C(CSc1nnc(COc2ccc3c(c2)CCCC3)o1)Nc1ccc(F)cc1	1%	-3%	0.8%	3%
COc1ccc2c(c1)sc1ncc(C(=O)NCc3cccc(C)c3)c(=O)n12	-10%	-3%[10.9 µM]	-3.1%	6%
COc1ccc(-c2nc3cnc(N(C)C)nc3n(-c3ccccc3)c2=O)cc1	-11%	-6%	-0.8%[11.4 µM]	-1%
CC(=O)N1CCc2c(sc(NC(=O)CN3C(=O)CCC3=O)c2C(N)=O)C1	5%	-1%	-0.4%	20%
CCc1ccc(OCC(=O)Nc2c(C(=O)c3ccccc3)oc3ccccc23)cc1	11%	7%[10.9 µM]	0.3%	-7%
O=C(O)c1cc(=O)[nH]c(=S)[nH]1	3%[9.22 µM]	-4%[10.9 µM]	0.0%[11.4 µM]	1%[9.22 µM]
CCSc1nnc2c(n1)OC(CC)N(C(C)=O)c1ccccc1-2 (configuration not stated)	5%	-7%[10.9 µM]	3.9%	2%
CCc1nnc(NC(=O)CSc2nnc(-c3ccc(S(=O)(=O)N4CCCC4)cc3)n2CC)s1	45%[activator]	/	/	9%
Cc1ccc(N2CC(C(=O)Nc3nccs3)CC2=O)cc1 (configuration not stated)	-4%	-3%	-0.6%	-8%

Grouped by structure: those above containing a COOH group (five)
canonical_smiles	p53ts 39C kill	Peg3 imprint	IkB sig inh	p53ts 32C kill
O=C(O)c1cc(=O)c2c(Cl)cc(Cl)cc2[nH]1	16%	-8%&-8%&0%	1.8%&3.5%	7%
CCC(CC)C(=O)Nc1cc(NC(=O)C(CC)CC)cc(C(=O)O)c1	2%	11%	0.2%	7%
O=C(O)[C@@H]1CCCNC1	11%[20.6 µM]	-7%[16.8 µM]	0.1%[25.6 µM]	-2%[20.6 µM]
C=Cc1ccc(Cn2c(C(=O)O)c(CNCCc3ccccc3)c3ccc(C)cc32)cc1	?	5%[10.9 µM]	?	38%[activator]
O=C(O)c1cc(=O)[nH]c(=S)[nH]1	3%[9.22 µM]	-4%[10.9 µM]	0.0%[11.4 µM]	1%[9.22 µM]

Full records, looked up by structure. Order of values: p53ts 39C kill	Peg3 imprint	IkB sig inh	p53ts 32C kill
Record of O=C(O)c1cc(=O)[nH]c(=S)[nH]1 → 3%[9.22 µM]	-4%[10.9 µM]	0.0%[11.4 µM]	1%[9.22 µM]
Record of CCc1nnc(NC(=O)CSc2nnc(-c3ccc(S(=O)(=O)N4CCCC4)cc3)n2CC)s1 → 45%[activator]	/	/	9%
Record of COc1ccc2c(c1)sc1ncc(C(=O)NCc3cccc(C)c3)c(=O)n12 → -10%	-3%[10.9 µM]	-3.1%	6%
Record of CCc1ccc(OCC(=O)Nc2c(C(=O)c3ccccc3)oc3ccccc23)cc1 → 11%	7%[10.9 µM]	0.3%	-7%
Record of COc1ccc(-c2nc3cnc(N(C)C)nc3n(-c3ccccc3)c2=O)cc1 → -11%	-6%	-0.8%[11.4 µM]	-1%
